AMA1-RON2 inh – qHTS for Inhibitors of AMA1-RON; Towards Development of Antimalarial Drug Lead: Primary Screen. Plasmodium falciparum AMA1 (3D7) - RON2 peptide interaction. AlphaScreen AMA1-biotinylated RON2 peptide binding. Potency, µM (titrated, usually from 58.2 µM), for the others: at the highest dose activity change, negative = inhibition, hits mostly inhibitors. 0.2% of 360,000 active. AID 720542, 2013;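 note: potency is the fitted concentration of half-maximal effect; 0% = vehicle wells and -100% = peptide control; nearly all actives have a fitted effect of over 45% in size; some results filed as inactive show a strong effect at the top dose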
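AMA1 (3D7) with his tag at 25 nM final met compounds first, then biotinylated RON2 peptide at 25 nM; detection used donor plus acceptor beads, 10 µg/mL apiece, read by AlphaScreen after 30 min at room temperature.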
Shiga inhibitor – A qHTS for Small Molecule Inhibitors of Shiga Toxin. inhibition, % at 38.7 µM. 9.2% of 290,000 active. Vero cells, Shiga toxin protein synthesis inhibition reporter. AID 2315, 2010; in the data active = inhibition mostly above about 28%, no sharp cut-off; inactive = mostly below about 43%; note: 0% is about no effect
TbPYK inhibitor – qHTS of Trypanosoma Brucei Inhibitors; Potency, µM (titrated, usually from 76.8 µM), without a hit: at the top dose activity, negative = inhibition, hits mostly inhibitors; pyruvate kinase (Trypanosoma brucei), Q57TT1; TbPYK enzyme, Kinase-Glo Plus ATP luminescence, 45 min; 0.12% of 410,000 active; note: potency is the fitted concentration of half-maximal effect; % is set by controls: 0 for no effect and ±100 for the full control effect; nearly all actives have a fitted effect of over 50% in size
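In this concentration-response screen, enzyme-free wells defined baseline while DMSO plates tracked drift. Each reaction combined TbPYK, substrate, compound and 130 uM ADP for 45 min at room temperature. Kinase-Glo Plus luminescence gave the signal.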
Pf growth 48h – Primary qHTS for delayed death inhibitors of the malarial parasite plastid, 48 hour incubation; P. falciparum luciferase growth in erythrocytes, 48 h; Potency, µM (top dose mostly 28.7 µM), for the others: at the highest dose activity change, negative = inhibition, actives largely listed as inhibitors; 5.9% of 310,000 active; note: potency is the fitted concentration of half-maximal effect; % is set by controls: 0 for no effect and ±100 for the full control effect
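A one-generation exposure of luciferase-tagged malaria parasites in RPMI 1640/Albumax erythrocyte culture, 37 C and 5% CO2. Inhibition is inferred from decreased luminescence after adding detection reagent.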
CHX counter – Cycloheximide Counterscreen for Small Molecule Inhibitors of Shiga Toxin | cell reporter, cycloheximide protein synthesis inhibition counterscreen | max response, % | 12% of 300,000 active; in the data active = max response mostly above about 13%, no sharp cut-off; inactive = mostly below about 14%; note: read at 38.3 µM for the half of the compounds with a filed dose; 0% is about no effect
Pf growth 96h – Primary qHTS for delayed death inhibitors of the malarial parasite plastid, 96 hour incubation; Potency, µM (highest dose often 28.7 µM), without a hit: at the highest dose activity change, negative = inhibition, most hits filed as inhibitors; 6.9% of 320,000 active; P. falciparum luciferase reporter growth, 96 h; AID 504834, 2011; note: potency is the fitted concentration of half-maximal effect; % is set by controls: 0 for no effect and ±100 for the full control effect
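96 h incubation, 37 C, 5% CO2, of luciferase-reporter P. falciparum-infected RBCs (2% hematocrit, 0.05% parasitemia final) with test compounds; endpoint luminescence.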
LmPK inhibitor – qHTS Assay for Inhibitors of Leishmania Mexicana Pyruvate Kinase (LmPK); Q27686; purified LmPK, Kinase-Glo ATP luminescence, 1 h; Potency, µM (top dose mostly 57.5 µM), for inactives: at the highest dose activity change, negative = inhibition, actives largely listed as inhibitors; 0.37% of 290,000 active; note: potency is the fitted concentration of half-maximal effect; % is set by controls: 0 for no effect and ±100 for the full control effect
Target sequence (Q27686 whole entry, looked up): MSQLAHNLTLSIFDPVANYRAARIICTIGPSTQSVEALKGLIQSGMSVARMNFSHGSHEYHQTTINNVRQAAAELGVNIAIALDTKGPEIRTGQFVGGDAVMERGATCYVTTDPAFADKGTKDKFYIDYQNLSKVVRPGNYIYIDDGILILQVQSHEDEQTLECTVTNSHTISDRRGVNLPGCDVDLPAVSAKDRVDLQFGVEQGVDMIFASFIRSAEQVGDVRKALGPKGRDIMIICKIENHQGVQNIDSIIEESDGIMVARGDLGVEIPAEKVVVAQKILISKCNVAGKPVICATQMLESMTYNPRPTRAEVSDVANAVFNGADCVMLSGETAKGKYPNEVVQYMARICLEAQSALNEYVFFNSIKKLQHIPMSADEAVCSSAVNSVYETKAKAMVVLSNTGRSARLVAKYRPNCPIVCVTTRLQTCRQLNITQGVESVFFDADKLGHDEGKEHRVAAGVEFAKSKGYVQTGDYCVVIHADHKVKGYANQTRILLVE
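In 50 mM imidazole pH 7.2 with 7 mM MgCl2, LmPK (0.1 nM) turned over PEP (0.5 mM) and ADP (0.1 mM) for 1 h at room temperature. Luciferase read-out of ATP.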
* = called active by the depositor; ? = inconclusive; · = no result given; & = joins results of further samples; [ ] = remark or other dose. Unless noted, calls come from the whole dose curve; as a rule, active = well fitted curve in the direction sought with a large enough effect; inconclusive = small, poorly fitted or top-dose-only effect, or another doubt; inactive = no such curve, though single readings can be large; an effect the other way counts as inactive or inconclusive. Outcome played no part in choosing rows; any-hit rate near 21%.

entry	molecule	AMA1-RON2 inh	Shiga inhibitor	TbPYK inhibitor	Pf growth 48h
1	COc1ccc(-c2cc(C(F)F)n3ncc(C(=O)N4CCc5ccccc5C4)c3n2)cc1	45%[activator]	20	-6%	4%
2	CCOc1ccc(S(=O)(=O)Nc2ccc3c(c2)OCO3)c2cccnc12	32%[activator]	19	-12%	?
3	Cc1ccccc1C(=O)c1cccn1CC(=O)NCc1cccc(Cl)c1	-10%	42*	-6%&-4%	13%
4	CN(c1ccccc1)c1nc(N)c([N+](=O)[O-])c(N2CCCCC2)n1	-11%	61*	2%	5%
5	Cc1ccccc1-n1c(C)nnc1SCC(=O)NC1CCCc2ccccc21 (centres undefined)	17%	20	-6%	?
6	O=C(COC(=O)c1cnccn1)c1ccc2ccccc2c1	11%	12	0%	3%
7	CC(C)NC(=O)C(Cc1ccccc1)N1C(=O)c2ccccc2C1=O (centres undefined)	-3%	-3	-1%	-11%
8	COc1ccc(N(CC(=O)NCc2ccc(C)cc2)S(=O)(=O)c2ccccc2[N+](=O)[O-])c(OC)c1	-10%	-2	-4%	?
9	Cc1nc(SCC(=O)N2c3ccccc3NC(=O)CC2C)c2c(C)c(C)sc2n1 (centres undefined)	28%	·	-10%	?
10	CCOc1ccc(OCC)c(NC(=O)CSc2nc3c(c(=O)n(C)c(=O)n3C)n2C)c1	·	14	·	8%
11	C/C(=N/NC(=O)c1ccoc1C)c1ccc(NC(=O)c2ccncc2)cc1	17%	104*	5%	105%[activator]
12	O=S(=O)(c1ccc(Br)s1)N1CCC(Cc2ccccc2)CC1	22%	-14	-4%	·
13	NC(=O)C1CCN(Cc2nc3cc(C(F)(F)F)ccc3c(=O)[nH]2)CC1	32%[activator]	-6	2%	12%
14	CC(C)(C)NC(=O)c1cccc(NC(=O)c2ccco2)c1	-5%	41	0%	13%
15	COc1ccc(CNC(=O)c2c(-c3c(F)cccc3Cl)noc2C)cc1	5%	-3	6%	-22%

entry	CHX counter	Pf growth 96h	LmPK inhibitor
1	-6	-13%	-4%
2	23*	?	2%
3	50*	7%	-2%
4	32*	18%	5%
5	6	?	6%
6	6	·	1%
7	-1	42%[activator]	3%
8	0	0%	13%
9	·	13µM*	·
10	0	·	-1%
11	63*	51%[activator]	?
12	1	-8%	5%
13	-2	0%	-6%
14	13	-4%	1%
15	2	9%	1%

A second format for some results above:
10: CCOc1ccc(OCC)c(NC(=O)CSc2nc3c(c(=O)n(C)c(=O)n3C)n2C)c1
  AMA1-RON2 inh = ·
  Shiga inhibitor = 14
  TbPYK inhibitor = ·
  Pf growth 48h = 8%
  CHX counter = 0
  Pf growth 96h = ·
  LmPK inhibitor = -1%

11: C/C(=N/NC(=O)c1ccoc1C)c1ccc(NC(=O)c2ccncc2)cc1
  AMA1-RON2 inh = 17%
  Shiga inhibitor = 104*
  TbPYK inhibitor = 5%
  Pf growth 48h = 105%[activator]
  CHX counter = 63*
  Pf growth 96h = 51%[activator]
  LmPK inhibitor = ?

Other records
entry	molecule	AMA1-RON2 inh	Shiga inhibitor	TbPYK inhibitor	Pf growth 48h
16	COc1ccc(NC(=O)CCS(=O)(=O)c2ccc(Br)s2)cc1	5%	2	-6%	16%
17	COC(=O)C/C=C/[C@@H](C)[C@@H](/C=N/OCC[C@@H]1C=C[C@H](OC(C)=O)[C@@H](COC(C)=O)O1)NS(=O)(=O)c1ccc(C)cc1	·	-15	·	11%
18	C[C@@H](N)C(=O)O	·	·	-5%	17µM*
19	COc1ccc(OC)c2sc(N(CCN(C)C)C(=O)c3cc(Cl)sc3Cl)nc12	-20%	25	-7%	10%
20	Cc1ccc(Cn2nnc3c(=O)[nH]c(C4CCCN(C(=O)Nc5ccc(F)cc5)C4)nc32)cc1 (centres undefined)	-7%	-11	1%	?
21	Cc1cccc(N=C2SC(C)CN2C(=O)CN2C(=O)NC3(CCCC3)C2=O)c1 (centres undefined)	-1%	·	-6%	-27%
22	CCN1C(=O)c2ccccc2S(=O)c2ccc(C(=O)N3CCOCC3)cc21 (centres undefined)	11%	12	5%	-5%
23	Cc1c(C)c2c(OCC(=O)N[C@@H](C(=O)O)c3ccccc3)cc3c(c2oc1=O)CCC(C)(C)O3	-12%	-3	4%	16%
24	COc1cc(OC)c2c(-c3ccccc3)cc(=O)oc2c1C(CCN1CCCC(C)C1)c1ccc(N(C)C)cc1 (centres undefined)	16µM*	3	-2%	?
25	Cn1c(CSc2nc3ccccc3s2)nc2ccccc21	0%	77*	·	52%[activator]
26	Nc1nc(N2C(=O)C3CC=CCC3C2=O)nn1-c1ccccc1 (centres undefined)	13%	-2	5%	?
27	Cc1ccc(NC(=O)C(=O)NCCCN2CCCC2=O)c(C)c1	-7%	·	-3%	74%[activator]
28	CCn1c(NCc2ccccn2)nc2c1c(=O)n(C)c(=O)n2C	72%[activator]	2	3%	8%
29	COc1ccc(C(=O)CSc2n[nH]c(-c3ccncc3)n2)cc1[N+](=O)[O-]	47%[activator]	-11	-11%	?
30	Cc1ccc2c(CN3CCOCC3)cc(=O)oc2c1C	-6%	22	6%	33%[activator]

entry	CHX counter	Pf growth 96h	LmPK inhibitor
16	19	11%	-3%
17	-2	-15%	2%
18	·	19%	·
19	-2	60%[activator]	5%[11.5 µM]
20	-6	17%	1%
21	·	?	·
22	1	-6%	-1%
23	0	?	-3%
24	-4	?	0%
25	39*	-9%	-29%
26	-2	2.9µM*	-3%
27	·	85%[activator]	·
28	-2	-7%	-4%
29	-4	0%	3%
30	13	?	1%

The list continues:
entry	molecule	AMA1-RON2 inh	Shiga inhibitor	TbPYK inhibitor	Pf growth 48h
31	O=C(NC1CCCCC1)N(Cc1ccccc1)Cc1ccco1	-4%	17	-4%	-18%
32	CCCCN(CCCC)S(=O)(=O)c1ccc2oc(C(=O)N3CCOCC3)c(C)c2c1	-8%	-13	-15%	?
33	O=C(NCC(c1cccs1)N1CCOCC1)c1cc2ccccc2o1 (centres undefined)	4%	-14	0%	?
34	COc1cccc(C(C(=O)NC(C)(C)C)N(CC(C)C)C(=O)CCC(=O)Nc2cc(C)on2)c1OC (centres undefined)	-3%	-17	-13%	?
35	Cc1ccn2nc(C(=O)OCC(=O)N(CC(C)C)C3CCS(=O)(=O)C3)nc2n1 (centres undefined)	3%	·	1%	28%
36	CCOC(=O)c1cc2c(ccn2-c2ccc(F)cc2)n1CC(=O)N(CC)CC	-21%	-3	-3%	?
37	O=C(Nc1ccc2c(c1)OCCO2)c1cccc2nc3ccccc3nc12	-7%	14	4%	?
38	CCN(C(=O)COC(=O)c1nc2nc(C)cc(C)n2n1)C1CCCCC1	-19%	·	-2%	-6%
39	CC(C)[C@H](NC(=O)C1CCN(C(=O)[C@@H]2CCCN2)CC1)C(=O)NCc1ccc(F)cc1	15%	-8	-2%	30%
40	COc1ccc(Br)cc1CNC(=O)Cn1nc(C)n2cccc2c1=O	8%	-10	6%	9%
41	CCNc1nnc(CCn2nc(C)c(Br)c2C)s1	-11%	21	-2%	42%[activator]
42	Cc1ccc(C(=O)Nc2ccc3c4c(cccc24)CC3)cc1[N+](=O)[O-]	-12%	-3	-3%	-11%
43	COCc1cc(CN(C)C(=O)C2CCC(=O)N(Cc3cccc(OC)c3)C2)[nH]n1 (centres undefined)	4%	4	3%	1%
44	COc1ccc(CCNC(=O)/C=C/c2cc(OC)c(OC)c(OC)c2)cc1OC	-7%	-4	-9%	-15%
45	N#C/C(=C\c1ccc(N2CCOCC2)o1)c1ccccc1	-11%	31	-28%	10%

entry	CHX counter	Pf growth 96h	LmPK inhibitor
31	-2	?	-1%
32	0	·	1%
33	-4	·	2%
34	-1	23%	3%
35	·	29%	·
36	2	21%	7%
37	1	?	-1%
38	·	36%[activator]	·
39	-1	1%	7%
40	-1	24%	-11%
41	15	-1%	2%
42	1	283%[activator]	2%
43	-4	9.3µM*	5%
44	-2	?	1%
45	34*	409%[activator]	2%

Rewritten field by field: 3 of the compounds above.
8	COc1ccc(N(CC(=O)NCc2ccc(C)cc2)S(=O)(=O)c2ccccc2[N+](=O)[O-])c(OC)c1
  AMA1-RON2 inh: -10%	Shiga inhibitor: -2	TbPYK inhibitor: -4%	Pf growth 48h: ?	CHX counter: 0	Pf growth 96h: 0%	LmPK inhibitor: 13%
36	CCOC(=O)c1cc2c(ccn2-c2ccc(F)cc2)n1CC(=O)N(CC)CC
  AMA1-RON2 inh: -21%	Shiga inhibitor: -3	TbPYK inhibitor: -3%	Pf growth 48h: ?	CHX counter: 2	Pf growth 96h: 21%	LmPK inhibitor: 7%
21	Cc1cccc(N=C2SC(C)CN2C(=O)CN2C(=O)NC3(CCCC3)C2=O)c1 (centres undefined)
  AMA1-RON2 inh: -1%	Shiga inhibitor: ·	TbPYK inhibitor: -6%	Pf growth 48h: -27%	CHX counter: ·	Pf growth 96h: ?	LmPK inhibitor: ·

Later entries:
entry	molecule	AMA1-RON2 inh	Shiga inhibitor	TbPYK inhibitor	Pf growth 48h
46	S=c1[nH]nc(-c2ccncc2)n1/N=C/c1cccc(Cl)c1	75%[activator]	-3	?	?
47	CCSc1nnc(NC(=O)CSc2nc3c(c(=O)n2CC)SC(C)C3)s1 (centres undefined)	3%	-10	6%	?
48	Cc1cccc(OCCCSc2nc3ccccc3[nH]2)c1	28%	10	3%	23%
49	Cc1c(OCc2ccccc2)c(=O)ccn1Cc1ccccc1	-20%	32	-2%	?
50	c1ccc(-c2ccc(SCc3cccnc3)nn2)nc1	?	137*	-11%	154%[activator]
51	COc1cc(NS(=O)(=O)c2ccc(NC(=O)c3ccco3)cc2)nc(OC)n1	-7%	-2	-5%	4%
52	Cc1[nH]n(-c2ccccc2)c(=O)c1Sc1ccc(Cl)cc1	-2%	-7	5%	32%
53	COc1ccc(C(=O)Nc2nc(-c3ccc(OC)cc3)c(-c3ccc([N+](=O)[O-])cc3)s2)cc1	1%	-4	-1%	38%[activator]
54	COC(=O)c1ccc(Cl)c(NC(C)=O)c1	-1%	13	-3%	20%
55	Cc1ccc(S(=O)(=O)NC(CC(=O)O)c2ccccc2)cc1 (centres undefined)	24%	17	-6%	7%
56	CCN(CC(=O)N1CCCC1)S(=O)(=O)c1ccccc1	9%	-2	5%	2%
57	CC1(C)CC(=O)C=C(c2ccc3ncccc3c2)C1	-2%	·	-6%	?
58	O=C(CN(Cc1cccs1)C(=O)CNC(=O)c1ccco1)NC1CCCCC1	0%	7	3%	9%
59	COc1ccc(-c2sc(Nc3ccccc3)n[n+]2-c2ccccc2)cc1Br	-10%	·	-14%	?
60	CC1CCCN(CCCN2C(=O)C3C(C(=O)Nc4cccc(Cl)c4)C4C=CC3(O4)C2C(=O)NC2CCCCC2)C1 (centres undefined)	3%	2	0%	?

entry	CHX counter	Pf growth 96h	LmPK inhibitor
46	1	5%	-1%
47	-3	30%[activator]	0%
48	-2	0%	3%
49	11*	?	-1%
50	27*	-17%	-4%
51	-2	?	4%
52	2	?	1%
53	10	31%[activator]	4%
54	-1	6%	-1%
55	-3	·	-1%
56	-4	-30%	-3%
57	·	-12%	·
58	-2	?	-1%
59	·	?	·
60	-4	-3%	0%
